Source: PubChem BioAssay (several laboratories)
phage Ecoli inh – E. coli growth loss with phage present | inhibition, % at 11.9 µM | growth absorbance | 0.26% of 360,000 active | AID 651602; in the data active = inhibition above about 11%
MITF TRPM1 HTS – MITF TRPM1 promoter activation in melanoma cells; SK-MEL-5 TRPM1-promoter luciferase, 24 h; % of positive control, neutral wells = 0; activation, % at 12.5 µM; 0.75% of 300,000 active; AID 588334;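 active = mean activation of at least 80% with every replicate also reaching 80%; inconclusive = mean reaches 80% but some replicate falls short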;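 note: 0% = neutral control wells and 100% = parthenolide positive control wells; values of inactives mirror those of a sister screen read the other way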
CAL PDZ FP-1 – blocks peptide binding to human CAL PDZ domain. purified CAL PDZ, TMR-peptide fluorescence polarization, 1 h. inhibition, % at 20 µM. 0.02% of 330,000 active. AID 504414;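 active = highest replicate inhibition of at least 40%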;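 note: plate controls were DMSO neutral control wells for no effect and unlabeled competitor peptide control wells for full effect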
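Control set: unlabelled peptide and DMSO controls / Material: purified CerCALP PDZ construct / Timing: 1 h incubation at room temperature before polarization reading / Doses: 20 µM, one dose / Detection: fluorescence polarization (mP)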
E coli growth – counter-screen for AddAB inhibitors: E. coli growth inhibition | inhibition, % at 11.9 µM | 0.27% of 330,000 active | AID 449728 | E. coli V3065 growth, OD600 absorbance, 18 h;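 active = inhibition above the campaign's mean inhibition across all tested compounds plus 3 SD, cut at about 9.9% in these data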;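 note: uninfected addAB+ strain grown without phage in ampicillin broth; 0% = DMSO wells and 100% = ciprofloxacin 0.95 µg/ml wells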
SR-BI DiI inh – mouse SR-BI HDL lipid transfer inhibition. Q61009. ldlA[mSR-BI] CHO cells, DiI-HDL uptake fluorescence, 3 h. inhibition, % at 12.5 µM. 0.96% of 320,000 active;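 active = mean replicate inhibition of at least 70% and a set share of replicates each scoring 70 or more; inconclusive = meets just one of the two criteria; inactive = fails both criteria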;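 note: 0% = median of neutral control wells and 100% = median of positive control wells; values of inactives mirror those of a sister screen read the other way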
Target sequence (Q61009 whole entry, looked up): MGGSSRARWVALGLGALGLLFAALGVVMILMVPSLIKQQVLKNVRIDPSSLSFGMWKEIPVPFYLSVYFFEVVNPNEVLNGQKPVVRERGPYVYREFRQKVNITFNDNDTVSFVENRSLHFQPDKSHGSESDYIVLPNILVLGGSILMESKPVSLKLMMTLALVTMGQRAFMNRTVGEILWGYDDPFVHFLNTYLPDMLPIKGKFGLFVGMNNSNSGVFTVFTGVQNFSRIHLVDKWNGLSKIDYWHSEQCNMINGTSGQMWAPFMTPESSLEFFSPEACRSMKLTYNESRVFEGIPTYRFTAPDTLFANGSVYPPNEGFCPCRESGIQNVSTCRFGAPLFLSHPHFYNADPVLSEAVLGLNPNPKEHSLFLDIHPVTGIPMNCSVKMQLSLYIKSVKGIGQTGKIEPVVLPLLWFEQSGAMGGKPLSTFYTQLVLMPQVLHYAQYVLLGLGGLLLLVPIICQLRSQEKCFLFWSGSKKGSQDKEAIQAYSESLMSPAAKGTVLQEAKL
AddAB inh – less growth of phage-infected E. coli with AddAB. E. coli expressing H. pylori AddAB, absorbance growth. inhibition, % at 11.9 µM. 0.29% of 330,000 active; in the data active = inhibition above about 12%;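 note: 0% = vehicle wells of infected cells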
CAL PDZ FP-2 – CAL PDZ (human) peptide binding inhibition. Q9HD26. purified CAL PDZ, TMR-peptide fluorescence polarization, 1 h. inhibition, % at 24.9 µM. 0.92% of 300,000 active. AID 602252;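 active = mean inhibition of at least 30% with at least half of replicates also reaching 30%; inconclusive = no clear call, values can overlap the other calls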;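 note: 0% = DMSO neutral control and 100% = excess unlabeled competitor peptide PRC23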
SR-BI DiI-HDL act – enhances SR-BI lipid uptake from DiI-HDL; CHO ldlA[mSR-BI] cells, DiI-HDL uptake fluorescence, 3 h; 100 = double the neutral-control signal; 0.096% of 320,000 active; AID 504775; activation, % at 12.5 µM;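 active = mean replicate activation of at least 60% and every replicate at or above 60%; inconclusive = mean or all-replicate condition met, but not both; inactive = mean below 60% and not all replicates reaching 60%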;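 note: 0% = median plate neutral-control signal and 100% = twice that signal; values of inactives mirror those of a sister screen read the other way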
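System: LDL receptor-deficient CHO ldlA cells overexpressing murine SR-BI | Timing: 3 h uptake period with compound, 37 °C | Medium: HEPES-buffered (25 mM, pH 7.4) F12 plus 0.5% BSA | Dosing: Single-point compound dose | Signal: Bottom-read fluorescence, 550/595 nm | Read-out: Retained DiI signal reflecting DiI-HDL uptake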
Wnt bcat act – Wnt/beta-catenin pathway activation; Wnt/beta-catenin reporter cell assay, activator, plate reader; activation, % at 9.35 µM; 1.2% of 300,000 active; AID 743398; in the data active = activation above about 30%, passing the limit was not always enough; inconclusive = no clear call, values can overlap the other calls;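 note: 0% = neutral control wells and 100% = positive control wells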
Tat transport – inhibitors of E. coli Tat protein transport; E. coli MC4100 TorA-mCherry Tat export, fluorescence; 0.036% of 340,000 active; inhibition, % at 10 µM;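 active = mean replicate inhibition at least 50% and at least half of replicates individually reaching 50%; inconclusive = only one of the two criteria met; inactive = neither criterion met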;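 note: exported cargo escapes ClpAP degradation while cytoplasmic cargo is degraded and loses fluorescence; 0% = median of neutral control wells and 100% = median of NaSCN control wells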
Numbers without * were called inactive; ? = inconclusive; / = not tested or not shown.

SMILES | phage Ecoli inh | MITF TRPM1 HTS | CAL PDZ FP-1 | E coli growth | SR-BI DiI inh | AddAB inh | CAL PDZ FP-2 | SR-BI DiI-HDL act | Wnt bcat act | Tat transport
Cc1ccc(S(=O)(=O)N2CC(=NO)C2)cc1 | 4.4 | -9 | -1.0 | 1.3 | -7 | 4.6 | -5 | 7 | -4 | -12
CSc1ccc(NC(=O)NCCN2CCc3ccccc3C2)cc1 | 0.0 | 13 | -0.5 | -0.2 | -8 | -1.0 | / | 8 | / | 0
Cc1ccc(C)c(NC(=O)NCCN2CCCCC2)c1 | 1.8 | / | 0.5 | / | -6 | / | -1 | 6 | -2 | -1
CN1CCC(=O)N(CCOc2ccccc2)CC1 | -0.8 | 9 | 0.3 | 3.9 | -26 | 2.3 | -2 | 26 | -1 | 4
CCc1nc(SCC(=O)Nc2cc(OC)ccc2OC)c2c(C)c(C)sc2n1 | 1.7 | 0 | -2.9 | 0.4 | / | 2.0 | -2 | / | 0 | -17
COc1ccc(CC(=O)N2CCC(CCC(=O)Nc3ccccc3)CC2)cc1 | 0.4 | -1 | 22 | -0.8 | 19 | 1.9 | -1 | -19 | -3 | -3
Cc1ccc(Cc2nnc(SCC(=O)Nc3ccccc3C)[nH]c2=O)cc1 | 1.0 | 7 | -1.9 | 0.1 | -12 | 5.3 | -5 | 12 | 2 | -6
Cc1ccc(/C=C/C(=O)NC2=NCCS2)cc1 | 3.0 | 17 | -0.6 | 0.5 | -2 | 3.4 | 1 | 2 | 6 | 1
O=C(N/N=C\c1cc(Br)ccc1O)c1ccc(S(=O)(=O)N2CCCCC2)cc1 | 5.2 | -72 | 0.5 | 8.1 | 137* | 4.8 | 4 | -137 | 0 | -2
CC(C)C(NC(=O)/C(=C\c1ccco1)NC(=O)c1ccco1)C(=O)O (centres undefined) | 2.1 | / | -0.1 | 0.1 | -12 | 0.6 | -4 | 12 | 3 | -2
O[C@@H]1C2CCCC1[C@]1(O)CCCCC1C2 (some centres undefined) | 1.6 | 23 | -1.6 | 0.7 | / | 3.5 | 3 | / | 1 | -2
CCN(CC)CCN1C(=O)C(=O)/C(=C(/O)c2c(C)[nH]c(C(=O)OC)c2C)C1c1ccco1 (centres undefined) | 2.4 | / | -0.1 | 0.7 | -5 | 0.2 | -1 | 5 | -4 | -1
COc1ccc(OC)c(CNS(=O)(=O)c2cc(CN3C(=O)c4cccnc4C3=O)ccc2OC)c1 | 0.6 | 11 | -3.5 | 0.6 | -9 | 4.8 | -4 | 9 | -2 | 1
O=C(/C=C/c1ccccc1F)c1ccoc1 | 1.5 | -7 | / | 1.6 | -15 | 0.3 | -1 | 15 | / | -5
COc1ccc(-c2nnc(SC(C)C(=O)Nc3nccs3)n2Cc2ccccc2)cc1OC (centres undefined) | 4.0 | -3 | -2.7 | 2.4 | -78 | 1.4 | -3 | ? | -4 | 1
CC(C)(C)n1nc2c(c1NC(=O)Cc1ccc(Cl)cc1)CS(=O)(=O)C2 | 1.9 | -1 | -2.1 | 2.6 | -25 | -0.1 | -4 | 25 | -2 | 8
Cc1[nH]n(-c2ccccc2)c(=O)c1/C=N/c1nn[nH]n1 | 3.8 | -6 | -0.6 | -1.4 | -3 | -0.7 | -3 | 3 | -4 | -5
COc1ccc2[nH]c(C(=O)N(C)Cc3ccccc3)c(C)c2c1 | 2.6 | 5 | -0.9 | -1.5 | 25 | 3.2 | -1 | -25 | -1 | -6
COc1cc2cc(CCCOC(=O)c3cccc(Br)c3)oc(=O)c2cc1OC | 3.5 | -9 | -0.5 | -1.2 | 7 | 0.4 | -5 | -7 | -3 | 5
Cc1ccc2[nH]c(=O)c(CN(CC3COCCO3)C(=O)Nc3ccccc3C)cc2c1 (centres undefined) | 2.7 | -4 | -3.5 | 3.4 | -12 | 1.9 | -3 | 12 | -4 | -1
COc1ccc(C)cc1NC(=O)c1nn(-c2ccccc2)cc1OC | 1.2 | -15 | -4.8 | 1.5 | 68 | 2.8 | -4 | -68 | 0 | 1
Cc1ccc(NC(=S)NNC(=O)c2nnn(-c3ccccc3)c2C)cc1 | 0.9 | 2 | -1.2 | -2.5 | 20 | -0.2 | -2 | -20 | 8 | 2
COc1cc(OC)cc(C(=O)Nc2ncc3c(n2)CC(C)CC3=O)c1 (centres undefined) | 0.8 | -2 | -2.6 | 0.2 | 23 | 0.3 | 1 | -23 | 2 | 3
O=S(=O)(NC1CCCCC1)c1ccc(Cl)nc1 | 3.4 | 8 | -0.6 | 2.2 | -34 | 2.7 | -2 | 34 | 3 | -9
O=C(OCC(=O)N1CCN(c2ccccc2)CC1)c1cccs1 | 2.2 | 11 | -2.7 | 0.5 | -37 | -3.2 | -8 | 37 | -2 | -13
Cn1nccc1C(=O)N(CCN1CCCCC1)CC1CCCN(C2CCCC2)C1 (centres undefined) | 3.1 | 49 | -1.0 | -0.7 | -22 | 1.9 | / | 22 | 8 | -2
CC1CCN(c2ccc(N3C(=O)C4CCCCC4C3=O)cc2[N+](=O)[O-])CC1 (centres undefined) | 3.6 | 13 | -0.6 | -1.0 | / | 0.3 | -1 | / | / | 2
O=C(/C=C/c1ccc(Br)cc1)NC(=S)N1CCOCC1 | 2.9 | 42 | -0.8 | -1.2 | -5 | -2.8 | 0 | 5 | -1 | -4
COc1ccc(CCNC(=O)C(C)SCc2ccccc2)cc1 (centres undefined) | 2.9 | 14 | -1.2 | 0.3 | 11 | 1.8 | 2 | -11 | 1 | 3
Cc1ccc(CCN2CC(C(=O)NCCc3ccccc3)CC2=O)cc1 (centres undefined) | 1.3 | -3 | -2.1 | 1.4 | -17 | 2.9 | 0 | 17 | 0 | -6
COc1ccc(S(=O)(=O)NCc2ccccn2)cc1OC | 1.8 | / | -1.6 | -1.4 | 4 | -0.6 | 1 | -4 | -1 | 12
CCN(CC)S(=O)(=O)c1ccc(N2CCCC2)c(NC(=O)C2=NN(c3ccccc3)C(=O)CC2)c1 | 1.5 | / | 0.4 | -1.3 | -5 | -0.6 | 5 | 5 | -3 | 20
CC(C)NC(=O)CCCc1ccccc1 | 3.7 | / | -1.0 | 1.9 | -6 | 1.7 | -1 | 6 | 7 | -6
CCOC(=O)N/N=C\c1cccc(OC)c1 | 4.8 | 19 | -1.2 | -0.6 | -14 | 1.7 | 2 | 14 | -6 | -2
Cc1ccc(S(=O)(=O)Nc2ccccc2/C=N/c2nc3ccccc3n2C)cc1 | / | 3 | -2.1 | 0.7 | -14 | 3.5 | -3 | 14 | / | 0
CC(=O)Nc1ccc(S(=O)(=O)N2CCC(C(=O)O)CC2)cc1 | 3.4 | 8 | 1.0 | -1.6 | -11 | 1.2 | -3 | 11 | -2 | -19
O=C(Nc1csnn1)OCc1ccccc1 | 3.0 | 49 | -1.2 | / | -4 | / | -1 | 4 | 2 | -4
CCOC(=O)c1c(/N=C/c2cc(OC)cc([N+](=O)[O-])c2O)sc(C)c1C | -0.2 | -3 | -0.3 | -1.8 | -12 | 0.8 | -2 | 12 | / | -2
COc1ccc2cc(CN(CCc3ccccc3)Cc3nnnn3Cc3ccco3)c(=O)[nH]c2c1 | 4.2 | 2 | / | 2.2 | 22 | 2.0 | -2 | -22 | / | -12
COc1ccc(/C=N/NC(=O)Cn2cnc3ccccc3c2=O)cc1OC | 2.0 | -10 | -0.8 | 1.9 | -7 | 0.9 | / | 7 | 4 | -6
CC1(C)CC(=O)C2=C(C1)OC1=C(C(=O)CC(C)(C)C1)C2c1ccccc1 | 1.4 | 1 | -1.1 | -0.6 | -1 | 1.6 | 28 | 1 | / | -6
CCN(c1ccccc1)S(=O)(=O)c1ccc(NN)nc1 | 3.1 | -10 | 0.2 | -1.0 | -4 | -0.1 | -2 | 4 | -11 | 2
O=C(CSCc1ccc(Cl)cc1)N/N=C/c1ccc(OCC(=O)Nc2ccccc2)cc1 | 3.5 | 19 | -0.8 | 1.0 | 33 | 2.3 | -11 | -33 | 1 | -3
CC(NC(=O)c1ccc(N2CCCC2=O)cc1)c1ccccc1 (centres undefined) | 2.5 | 5 | -0.4 | -0.7 | -7 | 1.6 | -1 | 7 | -2 | -7
CN1CCN(S(=O)(=O)c2cnccc2N2CCN(c3cccc(Cl)c3)CC2)CC1 | 2.5 | -1 | -0.5 | -1.4 | -11 | 0.3 | 0 | 11 | -3 | -3
Cc1cc(C)c(Nc2ncnc(N)n2)c(C)c1 | 1.9 | -4 | -0.6 | -1.1 | -24 | 2.3 | / | 24 | -1 | -10
Cc1ccc2sc(N3CCN(CCNC(=O)c4ccco4)CC3)nc2c1C | 2.1 | 2 | -1.5 | 1.1 | -9 | 1.6 | 13 | 9 | -1 | -2
COC(=O)[C@@]1(C)[C@H]2C(=O)N(C)C(=O)[C@H]2[C@H]2CN=C(SC)N21 | -1.3 | 2 | 0.3 | 1.6 | 31 | 1.7 | -2 | -31 | -2 | -11
CN(C)c1ccnc(Oc2ccc(Cl)cc2)c1C#N | 2.8 | 49 | -2.2 | -3.4 | -13 | -1.1 | -5 | 13 | 14 | -1
Cc1ccc(/C=C/c2nc3ccccc3c(=O)n2CCc2ccccc2)cc1 | 2.5 | 3 | -0.3 | -1.2 | 68 | 3.7 | -1 | -68 | / | -3
Cc1cc(C(=O)Nc2cc(C)on2)on1 | 0.3 | / | -0.2 | 1.3 | -2 | -0.5 | / | 2 | 2 | -6
CC1CCc2c(nc3ncnn3c2N2CCN(c3ccccc3)CC2)C1 (centres undefined) | 1.6 | 6 | / | 2.0 | -52 | -0.8 | -4 | 52 | / | 0
O=C(CSc1nc(-c2ccco2)cc(C(F)(F)F)n1)NCc1cccs1 | 3.9 | 4 | 0.1 | 2.7 | 5 | 0.8 | -5 | -5 | / | 8
CCOC(=O)N1CCN(C(=O)c2cn(CC)c3ccc(S(=O)(=O)N4CCC(C)CC4)cc3c2=O)CC1 | 2.8 | 5 | 4.4 | -2.2 | -1 | -3.6 | -1 | 1 | 0 | -3
c1ccc(CCNc2nc(-c3ccncc3)nc3ccccc23)cc1 | -0.6 | / | -7.6 | -0.5 | ? | 2.3 | -5 | -73 | -5 | -5
O=C(CSc1ccccc1)Nc1nnc(/C=C/c2ccccc2)s1 | 1.3 | 18 | -2.2 | -0.2 | -24 | 2.6 | -3 | 24 | / | 0
CC(=O)Nc1ccc(NC2(C)C(=O)c3ccccc3C2=O)cc1 | 2.1 | -6 | -1.4 | -2.0 | -10 | 3.2 | / | 10 | / | 0
COc1cc(OC)c(NC(=O)C(=O)CC(=O)c2ccc(C)cc2C)cc1Cl | -2.8 | -14 | 0.4 | -1.2 | -8 | 0.9 | 0 | 8 | 1 | -6
